Bioassay records (PubChem BioAssay)
CRFBP-R2 agonist – agonists of human CRF-binding protein/CRF-R2 receptor complex | HEK293 CRF-R2/CRF-BP, calcium dye fluorescence (FLIPR); percent of saturating CRF peptide response | 350,000 compounds, 0.46% hits | activation, % at 13.2 µM | AID 588473;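 active = activation of at least 50%, plus an integration ratio under a set limit after plate pattern correction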;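 also: plate controls were neutral control wells without compound for no effect and CRF at EC100 for full effect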
TAAR1 agonist – agonists of human TAAR1 | CHO RD-HGA16 TAAR1, Fluo-8 calcium fluorescence; vehicle wells 0%, saturating PEA agonist 100% | activation, % at 3 µM | Q96RJ0 | 360,000 compounds, 0.99% hits;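 active = activation above the mean activation of all test compounds in the run plus 3 SD, cut at about 38% in these data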
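System: CHO RD-HGA16 cells carrying human TAAR1 plus Gα16; Incubation: 17-24 h seeding, 75 min 37 °C dye, 30 min RT; Measured by: Fluo-8 fluorescence, 5 s baseline then 140 s kinetic read; Control set: DMSO and PEA EC100; Replication: single well for each compound.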
CHRM5 antagonist – blocks acetylcholine activation of human M5 receptor; 360,000 compounds, 0.59% hits; CHO-hM5 cells, Fluo-8 calcium fluorescence, ACh EC80; inhibition, % at 3 µM;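 active = inhibition above a per-plate cutoff, the mean of that plate's test compounds plus 3 SD, cut at about 27% in these data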;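 also: 0% = acetylcholine EC80 with DMSO and 100% = DMSO without agonist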
Target sequence (P08912 whole entry, looked up): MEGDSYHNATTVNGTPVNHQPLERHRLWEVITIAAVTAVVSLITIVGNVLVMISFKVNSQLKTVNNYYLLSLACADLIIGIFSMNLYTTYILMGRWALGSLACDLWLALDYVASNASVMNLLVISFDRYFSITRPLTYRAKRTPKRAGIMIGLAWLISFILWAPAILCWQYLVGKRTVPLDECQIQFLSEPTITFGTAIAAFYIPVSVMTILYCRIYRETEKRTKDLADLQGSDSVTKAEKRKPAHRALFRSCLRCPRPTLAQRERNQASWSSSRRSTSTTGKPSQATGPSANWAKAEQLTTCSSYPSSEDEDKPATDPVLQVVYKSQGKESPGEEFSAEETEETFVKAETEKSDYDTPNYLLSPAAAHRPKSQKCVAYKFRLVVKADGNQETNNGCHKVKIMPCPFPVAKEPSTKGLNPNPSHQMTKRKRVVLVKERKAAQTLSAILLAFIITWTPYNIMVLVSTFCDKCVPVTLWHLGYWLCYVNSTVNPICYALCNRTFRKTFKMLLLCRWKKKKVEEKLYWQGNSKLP
CHO-K1 Ca PAM – counter-screen for M1 PAMs: effect in parental CHO-K1 cells; activation, % at 3 µM; 360,000 compounds, 0.02% hits; ATP EC20, Fluo-8 calcium fluorescence; 0% at ATP EC20, 100% at ATP max;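 active = activation above the run cutoff, the mean activation of all test compounds plus 3 SD, cut at about 40% in these data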;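 also: peak over basal fluorescence ratio in a 140 s read after ATP addition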
TAAR1 antagonist – human TAAR1 antagonism | 360,000 compounds, 1.5% hits | CHO RD-HGA16 TAAR1, Fluo-8 calcium fluorescence, antagonist | inhibition, % at 3 µM | Q96RJ0;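 active = inhibition above a per-plate cutoff, the mean inhibition of test compounds on that plate plus 3 SD, cut at about 49% in these data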;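 also: 0% = DMSO plus EC80 beta-PEA response and 100% = DMSO alone without agonist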
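Material: RD-HGA16 CHO cells with stable hTAAR1 and Gα16; Dosing: single nominal final test compound concentration of 3 µM; Schedule: seeding 17-24 h prior, 75-min 37 °C, 30-min RT dye loading; Detection: kinetic Fluo-8 calcium fluorescence measurement; Measure: % inhibition from peak post-agonist over basal fluorescence ratio; Benchmarks: vehicle and agonist controls.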
CHRM5 agonist – agonists of human muscarinic M5 receptor (CHRM5) | 360,000 compounds, 0.19% hits | CHO-K1 hM5 cells, Fluo-8 calcium fluorescence; 0% DMSO wells, 100% maximal acetylcholine response | activation, % at 3 µM | AID 624037 | P08912;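 active = activation above the run's mean over test compounds plus 3 SD, cut at about 23% in these data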;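 also: signal is peak over basal fluorescence ratio across the kinetic read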
CRFR2-BP antag – blocks CRF-induced signaling of the CRF-BP/CRF-R2 complex; HEK293 CRF-R2/CRF-BP, CRF-induced calcium fluorescence; inhibition, % at 11.8 µM; 350,000 compounds, 0.59% hits; AID 588475;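 active = inhibition of the ligand-induced calcium signal above about 50% at the single tested concentration, limit read from the data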
M5 PAM – potentiates acetylcholine response at human M5 receptor; P08912; CHO-K1 hM5, Fluo-8 calcium, ACh EC20 PAM; 0% = ACh EC20, 100% = ACh EC100; activation, % at 3 µM; 360,000 compounds, 0.3% hits; AID 624038;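 active = activation above the run cutoff, the mean activation of all test compounds plus 3 SD, cut at about 18% in these data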
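System: CHO-K1 hM5 cells. Reagent: acetylcholine, EC20 level. Compound dosing: single dose, 3 µM nominal final test concentration. Timing: Post-acetylcholine fluorescence recording 140 s. Detection: Fluo-8 calcium fluorescence. Read-out: % activation, ACh-normalized. Benchmarks: ACh EC20 and EC100 wells. Repeats: singlicate, one well per test compound.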
CHRM4 PAM – positive allosteric modulators of human muscarinic M4 receptor | 360,000 compounds, 0.4% hits | P08173 | CHO-K1 hM4/Gqi5, Fluo-8 calcium fluorescence, ACh EC20; 0% = ACh EC20, 100% = maximal ACh | activation, % at 3 µM;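 active = activation above its plate's cutoff, the mean activation of sample wells plus 3 SD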; also: some results filed as inactive read as strong as hits
Target sequence (P08173 whole entry, looked up): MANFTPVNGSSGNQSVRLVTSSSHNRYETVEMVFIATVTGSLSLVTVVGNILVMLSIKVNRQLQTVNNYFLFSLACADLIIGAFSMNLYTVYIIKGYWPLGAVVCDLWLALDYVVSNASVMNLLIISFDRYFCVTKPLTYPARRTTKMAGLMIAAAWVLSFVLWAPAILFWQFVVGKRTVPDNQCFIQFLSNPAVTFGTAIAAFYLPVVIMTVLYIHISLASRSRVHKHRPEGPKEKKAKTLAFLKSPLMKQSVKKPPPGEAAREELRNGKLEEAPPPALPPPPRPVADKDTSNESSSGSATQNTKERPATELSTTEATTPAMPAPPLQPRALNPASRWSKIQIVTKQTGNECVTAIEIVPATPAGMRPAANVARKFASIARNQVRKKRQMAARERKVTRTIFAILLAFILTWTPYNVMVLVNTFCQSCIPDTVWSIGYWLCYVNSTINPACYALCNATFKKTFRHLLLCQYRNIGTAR
The depositor's hits bear a star. Compounds were not picked by outcome. Share with any hit: about 4.2%.

How did CCc1ccc(N2C(=O)CC(c3ccc(F)cc3)C3=C2COC3=O)cc1 (stereo unspecified) do in these assays?
CHRM5 antagonist: 15; CHO-K1 Ca PAM: -1; CHRM5 agonist: 0; M5 PAM: -9; CHRM4 PAM: -13

Results for O=C(Cn1cnc2c(nnn2Cc2ccccc2)c1=O)N1CCN(c2ccccc2)CC1 ?
CRFBP-R2 agonist: -5.6; TAAR1 agonist: 0; CHRM5 antagonist: 2; CHO-K1 Ca PAM: 8; TAAR1 antagonist: -6; CHRM5 agonist: -3; CRFR2-BP antag: -4; M5 PAM: -2; CHRM4 PAM: 1

Results for COc1ccc(/C=C(/NC(=O)c2ccccc2)C(=O)N2CCCC2)cc1 ?
CRFBP-R2 agonist: 0.0; TAAR1 agonist: 8; CHRM5 antagonist: 11; CHO-K1 Ca PAM: -23; TAAR1 antagonist: -2; CHRM5 agonist: 0; CRFR2-BP antag: -5; M5 PAM: -4; CHRM4 PAM: -3

How did COc1ccc(N(CC(=O)Nc2cccc(C(F)(F)F)c2)S(=O)(=O)c2c(C)[nH]c(=O)[nH]c2=O)cc1 do in these assays?
CRFBP-R2 agonist: 0.1; TAAR1 agonist: -1; CHRM5 antagonist: 18; CHO-K1 Ca PAM: 13; TAAR1 antagonist: -1; CHRM5 agonist: -6; CRFR2-BP antag: -14; M5 PAM: -6; CHRM4 PAM: 1

How did Cc1ccc(/C=C(\NC(=O)c2ccccc2)C(=O)NCCN2CCOCC2)o1 do in these assays?
CRFBP-R2 agonist: -0.2; TAAR1 agonist: 1; CHRM5 antagonist: 7; CHO-K1 Ca PAM: -13; TAAR1 antagonist: -27; CHRM5 agonist: 1; CRFR2-BP antag: 6; M5 PAM: -12; CHRM4 PAM: -7

Results for Cc1onc(-c2ccccc2Cl)c1C(=O)NCCn1ccc2ccccc21 ?
CRFBP-R2 agonist: 0.0; TAAR1 agonist: 18; CHRM5 antagonist: 4; CHO-K1 Ca PAM: 6; TAAR1 antagonist: -6; CHRM5 agonist: -3; CRFR2-BP antag: -4; M5 PAM: 4; CHRM4 PAM: 6

How did CS(=O)(=O)Nc1ccc(C2=NN(C(=O)c3ccco3)C(c3cccc(F)c3)C2)cc1 (stereo unspecified) do in these assays?
CRFBP-R2 agonist: -1.1; TAAR1 agonist: 8; CHRM5 antagonist: 5; CHO-K1 Ca PAM: 23; TAAR1 antagonist: -14; CHRM5 agonist: 3; CRFR2-BP antag: -47; M5 PAM: 3; CHRM4 PAM: 10

Results for CC1=C(C(=O)N(C)C)CC(CC(=O)NCCCCc2ccccc2)C(=O)N1CCCN1CCCC1=O (stereo unspecified) ?
CRFBP-R2 agonist: 0.2; TAAR1 agonist: 12; CHRM5 antagonist: 7; CHO-K1 Ca PAM: 20; TAAR1 antagonist: -18; CHRM5 agonist: 0; CRFR2-BP antag: 2; M5 PAM: -10; CHRM4 PAM: 22*

What do the screens show for `COc1cccc2sc(Nc3nnc(-c4ccc(F)cc4)o3)nc12`?
CRFBP-R2 agonist: 16; TAAR1 agonist: 10; CHRM5 antagonist: 7; CHO-K1 Ca PAM: 24; TAAR1 antagonist: 4; CHRM5 agonist: 1; CRFR2-BP antag: 30; M5 PAM: -2; CHRM4 PAM: 10

Results for Fc1ccc(CNCc2cccc(Br)c2)cc1 ?
CRFBP-R2 agonist: -1.9; TAAR1 agonist: 11; CHRM5 antagonist: -2; CHO-K1 Ca PAM: 20; TAAR1 antagonist: -4; CHRM5 agonist: -3; CRFR2-BP antag: 14; M5 PAM: -5; CHRM4 PAM: 5

Results for CCOc1ccc(NC(=O)CC2CC(C)(C)OC2=O)cc1 (stereo unspecified) ?
CRFBP-R2 agonist: 0.1; TAAR1 agonist: 5; CHRM5 antagonist: -5; CHO-K1 Ca PAM: 17; TAAR1 antagonist: 2; CHRM5 agonist: -2; CRFR2-BP antag: 10; M5 PAM: 2; CHRM4 PAM: -2

Results for CCN(CC)C(=O)C(=O)N/N=C/c1ccc(C(=O)O)cc1 ?
CRFBP-R2 agonist: -1.2; TAAR1 agonist: 1; CHRM5 antagonist: -7; CHO-K1 Ca PAM: 27; TAAR1 antagonist: 9; CHRM5 agonist: 0; CRFR2-BP antag: 10; M5 PAM: 3; CHRM4 PAM: 8

Results for N#Cc1ccc(Oc2nc(Nc3ccc(F)cc3)nc(N3CCCC3)n2)cc1 ?
CRFBP-R2 agonist: 0.2; TAAR1 agonist: 5; CHRM5 antagonist: -6; CHO-K1 Ca PAM: -7; TAAR1 antagonist: 11; CHRM5 agonist: 2; CRFR2-BP antag: -27; M5 PAM: 0; CHRM4 PAM: -1

Results for Cc1ccc2c(cnn2C(=O)CCC(=O)NCc2ccccc2Cl)c1 ?
CRFBP-R2 agonist: -1.9; TAAR1 agonist: -1; CHRM5 antagonist: 2; CHO-K1 Ca PAM: 25; TAAR1 antagonist: -23; CHRM5 agonist: 1; CRFR2-BP antag: -9; M5 PAM: -5; CHRM4 PAM: -4

What do the screens show for `COc1ccccc1CN1CC(C(=O)NCCc2ccc(C)o2)CCC1=O` (stereo unspecified)?
CRFBP-R2 agonist: -0.9; TAAR1 agonist: 3; CHRM5 antagonist: 11; CHO-K1 Ca PAM: -8; TAAR1 antagonist: -16; CHRM5 agonist: -2; CRFR2-BP antag: -5; M5 PAM: -2; CHRM4 PAM: -2

What do the screens show for `CCCn1c(SCC#N)nc2c(c1=O)C1(CCCC1)Cc1ccccc1-2`?
CRFBP-R2 agonist: 2.6; TAAR1 agonist: 12; CHRM5 antagonist: -5; CHO-K1 Ca PAM: 9; TAAR1 antagonist: 24; CHRM5 agonist: -6; CRFR2-BP antag: 9; M5 PAM: -3; CHRM4 PAM: -4

How did CCn1c(SCC(=O)Nc2ccc3c(c2)c2ccccc2n3CC)nnc1-c1ccco1 do in these assays?
CRFBP-R2 agonist: 0.7; TAAR1 agonist: 0; CHRM5 antagonist: 2; CHO-K1 Ca PAM: 3; TAAR1 antagonist: -6; CHRM5 agonist: 0; CRFR2-BP antag: -3; M5 PAM: -3; CHRM4 PAM: 6

How did Cc1cccc(N=C/C(C(=O)C(F)(F)F)=C(\O)c2ccco2)c1 do in these assays?
CRFBP-R2 agonist: 2.3; TAAR1 agonist: 12; CHRM5 antagonist: 11; CHO-K1 Ca PAM: -5; TAAR1 antagonist: 5; CHRM5 agonist: 0; CRFR2-BP antag: -14; M5 PAM: -7; CHRM4 PAM: -4

What do the screens show for `COc1ccc(-n2c(=S)[nH]c3cc(C(=O)NCCCN4CCCC4=O)ccc3c2=O)cc1OC`?
CRFBP-R2 agonist: -0.7; TAAR1 agonist: 12; CHRM5 antagonist: -9; CHO-K1 Ca PAM: -3; TAAR1 antagonist: 8; CHRM5 agonist: -1; CRFR2-BP antag: -2; M5 PAM: 3; CHRM4 PAM: 1

Results for COc1ccc(NC(=O)C(C)N2c3cccc4cccc(c34)S2(=O)=O)c(OC)c1 (stereo unspecified) ?
CRFBP-R2 agonist: 0.6; TAAR1 agonist: 1; CHRM5 antagonist: 3; CHO-K1 Ca PAM: 28; TAAR1 antagonist: -10; CHRM5 agonist: -2; CRFR2-BP antag: -7; M5 PAM: 0; CHRM4 PAM: 5

How did CCOC(=O)c1c(C)[nH]c(C(=O)Cn2nnc(-c3ccc(Cl)cc3)n2)c1C do in these assays?
CRFBP-R2 agonist: 16; TAAR1 agonist: 3; CHRM5 antagonist: -7; CHO-K1 Ca PAM: 16; TAAR1 antagonist: 9; CHRM5 agonist: 3; CRFR2-BP antag: -4; M5 PAM: 0; CHRM4 PAM: 4

Results for OCCN1CCN(CC(O)COCc2ccc3c(c2)OCO3)CC1 (stereo unspecified) ?
CRFBP-R2 agonist: 0.9; TAAR1 agonist: 12; CHRM5 antagonist: -2; CHO-K1 Ca PAM: 15; TAAR1 antagonist: -7; CHRM5 agonist: -1; CRFR2-BP antag: 3; M5 PAM: 2; CHRM4 PAM: -1

Results for OCCN1CCN(Cc2cc(Br)cc(Br)c2O)CC1 ?
CRFBP-R2 agonist: 0.2; TAAR1 agonist: 8; CHRM5 antagonist: -6; CHO-K1 Ca PAM: 6; TAAR1 antagonist: 2; CHRM5 agonist: -3; CRFR2-BP antag: 5; M5 PAM: 3; CHRM4 PAM: 4

How did COCC1CCCCN1C(=O)c1ccc2oc(CCc3ccccc3)nc2c1 (stereo unspecified) do in these assays?
CRFBP-R2 agonist: 0.1; TAAR1 agonist: 1; CHRM5 antagonist: 2; CHO-K1 Ca PAM: -9; TAAR1 antagonist: 3; CHRM5 agonist: 5; CRFR2-BP antag: -11; M5 PAM: 2; CHRM4 PAM: 5

What do the screens show for `CCCN(CC(=O)Nc1ccccc1C)C(=O)/C=C/c1ccc(S(=O)(=O)N2CCCCCC2)cc1`?
CRFBP-R2 agonist: 1.0; TAAR1 agonist: 1; CHRM5 antagonist: -2; CHO-K1 Ca PAM: 2; TAAR1 antagonist: -1; CHRM5 agonist: -4; CRFR2-BP antag: 6; M5 PAM: 3; CHRM4 PAM: 1

Results for O=c1[nH]cc(S(=O)(=O)NCc2ccccc2)c(=O)[nH]1 ?
CRFBP-R2 agonist: 1.4; TAAR1 agonist: 1; CHRM5 antagonist: -3; CHO-K1 Ca PAM: 2; TAAR1 antagonist: -24; CHRM5 agonist: -2; CRFR2-BP antag: -4; M5 PAM: -2; CHRM4 PAM: 4

How did CCOC(=O)c1cnn(-c2nc(OCC)cc(OCC)n2)c1C do in these assays?
CRFBP-R2 agonist: -1.9; TAAR1 agonist: -1; CHRM5 antagonist: -1; CHO-K1 Ca PAM: -9; TAAR1 antagonist: -8; CHRM5 agonist: 0; CRFR2-BP antag: 15; M5 PAM: 1; CHRM4 PAM: 14

How did Cc1nn(-c2ccccc2)c(C)c1-c1nnc(C(F)(F)F)o1 do in these assays?
CRFBP-R2 agonist: -1.6; TAAR1 agonist: 7; CHRM5 antagonist: 12; CHO-K1 Ca PAM: 8; TAAR1 antagonist: -2; CHRM5 agonist: -3; CRFR2-BP antag: -1; M5 PAM: -3; CHRM4 PAM: 2

What do the screens show for `CCOC(=O)Cc1csc(NC(=O)/C=C/c2cccc(Br)c2)n1`?
CRFBP-R2 agonist: 0.8; TAAR1 agonist: 6; CHRM5 antagonist: 12; CHO-K1 Ca PAM: -1; TAAR1 antagonist: 29; CHRM5 agonist: -1; CRFR2-BP antag: -15; M5 PAM: -14; CHRM4 PAM: -9

What do the screens show for `C=CCn1c(NC)cc(=O)n(C)c1=O`?
CRFBP-R2 agonist: -0.3; TAAR1 agonist: 2; CHRM5 antagonist: 5; CHO-K1 Ca PAM: 17; TAAR1 antagonist: -1; CHRM5 agonist: -3; CRFR2-BP antag: 14; M5 PAM: 6; CHRM4 PAM: 3
